Screens from PubChem BioAssay.
Tau fibril ThT = blocks human tau fibril formation measured by thioflavin T; P10636; recombinant tau K18 P301L, heparin-induced fibrillization, ThT fluorescence; Potency, µM (series often up to 57.4 µM), for the others: top-dose activity, negative = inhibition, most hits filed as inhibitors; 270,000 compounds, 2.1% hits; AID 1460; note: nearly all actives have a fitted effect of over 55% in size
Target sequence (P10636 561-689 P618L limits assumed): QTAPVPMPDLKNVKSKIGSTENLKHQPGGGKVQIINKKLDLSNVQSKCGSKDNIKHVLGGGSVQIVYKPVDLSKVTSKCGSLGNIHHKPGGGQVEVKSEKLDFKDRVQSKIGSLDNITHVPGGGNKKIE
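Heparin-induced (20 uM) aggregation of recombinant human K18 P301L tau, 15 uM unlabeled with 0.24 uM labeled, pH 7 acetate buffer, 6 hr at 37 C with compound. Fibrils quantified by 30 uM ThT fluorescence after 1 hr ambient incubation.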
Tau fluor counter = counter-screen for tau fibril formation inhibitors; tau K18 P301L Alexa594 fluorescence, heparin fibrillization; 280,000 compounds, 0.93% hits; Potency, µM (top dose mostly 57.7 µM), without a hit: at the top dose activity change, negative = decrease; note: nearly all actives have a fitted effect of over 55% in size
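Human K18 P301L tau (15 uM unlabeled plus 0.24 uM Alexa 594-labeled, final) in 100 mM sodium acetate pH 7 was mixed with compound and 20 uM heparin and incubated 6 hr at 37 C.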
Tau FP inhib = blocks human tau fibril formation measured by polarization; K18 P301L tau heparin fibrillization, Alexa594 FP, 6 h; Potency, µM (highest dose often 57.7 µM), for inactives: at the highest dose activity, negative = inhibition, hits mostly inhibitors; 280,000 compounds, 0.39% hits; P10636; note: nearly all actives have a fitted effect of over 55% in size
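Heparin (20 uM) drove fibril formation of recombinant tau K18 P301L, 15 uM unlabeled with 0.24 uM Alexa 594 label, for 6 hr at 37 C in 100 mM sodium acetate pH 7. Fluorescence polarization (555/632 nm) read 1 hr after 30 uM ThT.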
The depositor's hits bear a star; ? = inconclusive; [ ] = another dose, or the depositor's remark. Calls come from the whole dose curve; as a rule, active = well fitted curve in the direction sought with a large enough effect; inconclusive = small, poorly fitted or top-dose-only effect, or another doubt; inactive = no such curve, though single readings can be large; an effect the other way counts as inactive or inconclusive. % is set by controls: 0 for no effect and ±100 for the full control effect; potency is the fitted concentration of half-maximal effect. An excerpt. The share of hits here may be higher or lower than overall.

SMILES | Tau fibril ThT | Tau fluor counter | Tau FP inhib
Cn1cnc(S(=O)(=O)N2CCC(C(=O)NCc3ccccc3)CC2)c1 | 7% | 8% | 7%
COc1cccc(-c2nc3c(c(SCC(=O)Nc4cc(C)ccc4C)n2)Cc2c(CO)cnc(C)c2O3)c1 | -2% | -1% | 2%
Cc1cccc(N2C(=O)CS(=O)(=O)C23C(=O)N(Cc2c(F)cccc2Cl)c2ccccc23)c1 (stereo not drawn) | -8% | -17% | -10%
COc1ccc(NC(=O)c2ccc3c(c2)c(C)c(C)n3Cc2ccc(F)cc2)c(OC)c1 | 2% | ? | -3%
CCOc1cccc2cc(-c3nc(-c4ccccc4C)no3)c(=O)oc12 | -3% | -23% | -17%
O=C(CSc1n[nH]c(-c2ccccc2)n1)N1CCN(c2ccc(F)cc2)CC1 | -10% | -14% | -9%
COc1ccc(Cn2c(CNC(=O)Cc3cccc([N+](=O)[O-])c3)nc3cccnc32)cc1 | -12% | -23% | 4%
COc1ccc(CNS(=O)(=O)c2csc(C(N)=O)c2)cc1OC | -4% | -5% | 1%
COc1ccc(OC)c(CNCc2c(C(=O)O)n(Cc3cccc(F)c3)c3cc(OC)ccc23)c1 | -2% | -7% | 4%
CN(C)c1ccc(C(CNS(=O)(=O)c2ccccc2)N2CCc3ccccc32)cc1 (stereo not drawn) | ? | ? | 5%
Cc1ccc(C(=O)c2cn(CC(=O)Nc3ccc4c(c3)OCCO4)c3nc(C)ccc3c2=O)cc1 | ? | ? | -4%
O=C(Nc1ccccc1C(F)(F)F)N1CC=C(c2c[nH]c3ccccc23)CC1 | ? | 18µM*[quencher] | 14%
O=C(NCc1ccccc1Cl)c1c2c(nc3ccccc13)C(=O)N(C1CCCCC1)C2 | -3% | -6% | -7%
Cc1ccc(NC(=O)c2ccc3c(O)c(S(=O)(=O)c4ccc(Cl)cc4)c(=O)[nH]c3c2)cc1 | 13% | -8% | -1%
COc1ccccc1-c1cc(NC(=O)COc2ccccc2Cl)n(-c2ccccc2)n1 | -1% | -5% | -4%
CCOC(=O)N1CCC(NC(=O)c2cnn(-c3ccc(F)cc3)c2-n2cccc2)CC1 | 1% | -6% | 7%
CCOc1cc(S(=O)(=O)n2ccnc2C(C)C)ccc1Cl | -11% | -15% | 9%
O=C(Nc1cc(Cl)cc(Cl)c1)c1ccc(F)c(S(=O)(=O)N2CCc3ccccc32)c1 | 16% | ? | ?
CCOC(=O)Cc1ccc(NC(=O)Nc2cccc(OCc3cc(=O)n4cc(C)ccc4n3)c2)cc1 | 11% | -8% | ?
Cc1ccc2nc(NCc3ccccc3)c3nnnn3c2c1 | 14% | 0% | 11%
CCOC(=O)C1CCCN(c2ncnc3c2cnn3-c2ccc(C)c(Cl)c2)C1 (stereo not drawn) | ? | -19% | -1%
CCc1cccc(-n2c(=O)c3cccnc3n2CC(=O)Nc2ccc(OC)c(Cl)c2)c1 | 0% | ? | ?
Brc1ccc(CN2CCc3nc(N4CCN(c5ncccn5)CC4)ncc3C2)cc1 | ? | 2% | -6%
CCS(=O)(=O)N1CCc2cc(C(=O)NCc3ccccc3Cl)ccc21 | -9% | -4% | 1%
CC(=O)N1c2ccc(S(=O)(=O)N3CCN(c4cc(Cl)ccc4C)CC3)cc2CC1C (stereo not drawn) | 9% | 0% | 4%
COc1cccc(CNC(=O)c2c(C)nn(-c3cccc(C)c3)c2-n2cccc2)c1 | ? | -12% | 5%
Cc1c(CCNC(=O)c2ccc(Br)o2)sc2nc(-c3ccc(F)cc3)nn12 | -5% | -29% | -5%
Cc1cc(C)c(NC(=O)CSc2ccc(-c3ccccn3)nn2)c(C)c1 | 2% | -2% | -6%
CCc1cccc(NC(=O)CN2Cc3ccccc3C2=O)c1 | -6% | -3% | -3%
CC(=O)N1c2ccc(S(=O)(=O)N3CCN(c4ccc(C)cc4C)CC3)cc2CC1C (stereo not drawn) | -3% | -11% | 5%

In the list so far, these contain an aryl thioether with sulfur outside any ring.
SMILES | Tau fibril ThT | Tau fluor counter | Tau FP inhib
COc1cccc(-c2nc3c(c(SCC(=O)Nc4cc(C)ccc4C)n2)Cc2c(CO)cnc(C)c2O3)c1 | -2% | -1% | 2%
O=C(CSc1n[nH]c(-c2ccccc2)n1)N1CCN(c2ccc(F)cc2)CC1 | -10% | -14% | -9%
Cc1cc(C)c(NC(=O)CSc2ccc(-c3ccccn3)nn2)c(C)c1 | 2% | -2% | -6%

More structures:
SMILES | Tau fibril ThT | Tau fluor counter | Tau FP inhib
CCOc1ccc(CNC(=O)c2ccc(NC(=O)N3CCSc4ncccc43)cc2)cc1 | 19% | 6% | -6%
O=C(Nc1nc2ccccc2s1)c1ccc(S(=O)(=O)N2CCCC2)cc1 | 5% | -12% | ?
COc1cccc(C(=O)Nc2ccccc2OCc2cc(=O)n3ccccc3n2)c1 | -17% | -14% | -2%
Cc1nc(-n2nc(C)c(CCC(C)C)c2C)sc1C(=O)Nc1ccc(Cl)cc1 | -2% | -3% | -7%
O=C(CSc1nc(=O)[nH]c2c1CCCC2)NCc1ccc(F)cc1 | -9% | -10% | -8%
CCN(CC)c1ccc(NC(=O)c2c(C)nn(-c3ccc(F)cc3)c2-n2cccc2)c(C)c1 | ? | -12% | ?
CCN(CC)S(=O)(=O)c1ccc(C(=O)NC2CC(=O)N(c3ccc4c(c3)OCCO4)C2)cc1 (stereo not drawn) | -6% | -12% | 0%
Cc1ccc(CNC(=O)c2ccc3c(c2)NC(=O)C(CS(=O)(=O)Cc2cccc(F)c2)N3)cc1 (stereo not drawn) | ? | -16% | ?
COc1ccc(Cn2c(=O)c3oc4ccccc4c3n(CC(=O)Nc3c(C)cccc3C)c2=O)cc1 | 15% | 8% | -13%
O=C(NCc1cccs1)c1ccc(CSc2nc3ccncc3n2Cc2ccccc2F)cc1 | -9% | ? | -5%
CC(=O)c1ccc(NC(=O)c2cnn(-c3cccc(F)c3)c2-n2cccc2)cc1 | -2% | -16% | -4%
COc1ccccc1CNS(=O)(=O)c1ccc(-c2cnc(C3CC3)o2)cc1 | -12% | -24% | -1%
COc1ccc(NC(=O)c2csnn2)cc1Cl | -13% | -11% | 8%
CCOC(=O)C1CCN(S(=O)(=O)c2cc3c4c(c2)CC(=O)N4CCC3)CC1 | -3% | -2% | -3%
Cc1ccc(-n2cc(C(=O)Oc3cccc(C)c3)c3ccccc3c2=O)cc1 | -12% | -18% | 1%
CCCC(O)c1nc2ccccc2n1CCCOc1ccc(Cl)cc1 (stereo not drawn) | 7% | 1% | -9%
COc1ccc(-c2noc(-c3nnn(-c4ccc(C)cc4C)c3C)n2)cc1 | -9% | -16% | -9%
Cc1ccc(NC(=O)c2ccc3[nH]c(C)cc(=O)c3c2)c(C)c1 | -10% | -2% | 1%
CCOC(=O)c1ccc(NC(=O)CSc2ccc(-c3ccccn3)nn2)cc1 | -2% | -4% | 2%
COc1ccc(-c2nc(CNC(=O)NC3CCCCC3)c(C)o2)cc1 | -17% | -1% | 9%
CC(=O)Nc1ccc(NC(=O)c2ncoc2-c2ccco2)cc1 | -18% | -5% | 2%
Cc1sc(-c2cc3ccccc3oc2=O)nc1-c1ccc(Cl)cc1 | 0% | -18% | -4%
COc1ccc(-c2cn3c(n2)sc2cc(C(=O)Nc4c(C)cccc4C)ccc23)cc1 | -13% | -12% | 6%
Cc1ccc(C2c3[nH]c4ccccc4c3CCN2C(=O)CCc2ccccc2)cc1 (stereo not drawn) | -2% | -6% | -3%
Cc1ccc(C(=O)OC2=C(C(=O)c3ccccc3)N(C)S(=O)(=O)c3ccccc32)cc1 | ? | -7% | 4%
Cc1ccc(Cc2nc3ccccc3nc2SCC(=O)N2CCN(c3ccccc3F)CC2)cc1 | -12% | -11% | -4%
O=C(Nc1ccccc1C(F)(F)F)N1Cc2ccccc2Oc2ncccc21 | 5% | -10% | 0%
Cc1ccc(S(=O)(=O)NCCc2cn3c(C)csc3n2)cc1 | 5% | 6% | 2%
Cc1nc(-c2ccc(S(=O)(=O)N(C)Cc3ccccc3)cc2)co1 | -5% | -19% | 4%
Cc1cc(C)c(NC(=O)Cn2nc3c(cc2=O)CCCC3)c(C)c1 | -2% | -5% | 3%
Cc1ccccc1OCC(=O)Nc1nnc(SCc2cc(=O)n3cc(Cl)ccc3n2)s1 | -8% | -4% | -9%
CCC(C(=O)Nc1cc(OC)cc(OC)c1)n1nc(-c2ccc(C)c(C)c2)ccc1=O (stereo not drawn) | 3% | ? | -3%
COc1ccc(NC(=O)c2c(NCc3ccc(OC)c(OC)c3OC)sc3c2CCC3)c(OC)c1 | 14µM* | ? | -3%
O=c1cc(-c2ccccc2)n2c(SCc3ccc(F)cc3)nnc2[nH]1 | ? | -21% | -5%
COc1ccc(Cn2c(=O)n(-c3ccc(F)c(Cl)c3)c(=O)c3c2c2cc(OC)ccc2n3C)cc1 | 8% | 2% | -9%
Cc1ccc(CCNC(=O)CCS(=O)(=O)c2cc3c(cc2C)NC(=O)CO3)cc1 | -17% | -13% | 6%
Cc1ccc(C)c(N2CCN(C(=O)CCS(=O)(=O)c3cc4c(cc3Cl)NC(=O)CO4)CC2)c1 | -2% | -1% | -2%
Cc1nc2ccccc2n1CCc1nc2c3ccccc3nc(SCc3ccc(C#N)cc3)n2n1 | 5% | 0% | 0%
CCC(Sc1nc2ccccc2c(=O)n1CCc1ccc(OC)c(OC)c1)C(=O)N(CC)CC (stereo not drawn) | -9% | 6% | 7%
Cc1ccc(CCNC(=O)c2ccc3c(c2)nc2n3CCC(C)C2)cc1 (stereo not drawn) | -22% | -12% | -11%
COc1ccc(N2CCN(C(=O)CCn3c(=O)c4cccn4c4cccnc43)CC2)cc1 | -14% | -9% | 2%
COc1ccc(Cl)cc1NC(=O)c1cc(S(=O)(=O)N2CCc3ccccc32)cn1C | -12% | -10% | 4%
Cc1ccc2sc(N(Cc3cccnc3)C(=O)C3COc4ccccc4O3)nc2c1C (stereo not drawn) | -9% | -8% | -11%
CCc1ccccc1NC(=O)CN1C(=O)CCn2nc(-c3cccn3C)cc21 | 0% | 2% | 2%
CCCCNC(=O)C1CCCN(S(=O)(=O)CCC)C1 (stereo not drawn) | 7% | 3% | 0%
Cc1cc(C)cc(NC(=O)CC(C)n2nc(C)cc2C)c1 (stereo not drawn) | 2% | -8% | -13%
COc1ccc(-c2nc3sc(CCNC(=O)c4cccc(C(F)(F)F)c4)c(C)n3n2)cc1 | ? | -23% | ?
COc1ccc(OC)c(CNc2ncnc3c2nc2n3CCCC2)c1 | -3% | -4% | -6%
CCOc1ccccc1CNC(=O)CCn1cccn1 | -4% | -5% | -2%
COc1cc(-c2noc(-c3ccc(NCCc4ccccc4)c([N+](=O)[O-])c3)n2)cc(OC)c1OC | 9% | -14% | 5%

More structures follow.
SMILES | Tau fibril ThT | Tau fluor counter | Tau FP inhib
Cc1cc(NC(=O)CSc2nc3c([nH]c4ccccc43)c(=O)n2-c2ccccc2)no1 | 11% | -15% | ?
COc1ccccc1CNC(=O)CSc1nc(=O)[nH]c2c1CCC2 | -3% | -3% | 0%
Cc1nc(N2CCOCC2)c2c(C(=O)N(C)Cc3ccccc3)c(C)oc2n1 | -4% | -9% | -7%
Cc1cccc(CNC(=O)c2ccc3c(c2)N(C)C(=O)C2CCCCN32)c1 (stereo not drawn) | -8% | -4% | 5%
Cc1ccc2nc(NC(=O)CSc3nccn3-c3ccc(Cl)cc3)sc2c1 | -1% | -12% | -12%
CC(NC(=O)C(=O)Nc1c2c(nn1-c1ccccc1)CSC2)c1ccccc1 (stereo not drawn) | -12% | -13% | -13%
CC(C)(C)OC(=O)N1CCC(c2c(C(=O)N3CCc4ccccc4C3)cnn2-c2ccc(Cl)cc2)CC1 | -16% | -7% | 5%
COc1ccc(-n2c(SCC(=O)Nc3ccc4c(c3)OCO4)nc3c([nH]c4ccccc43)c2=O)cc1 | 2% | ? | 2%
O=C(Nc1ccccc1C(=O)OCc1cc(=O)n2c3c(sc2n1)CCCC3)c1ccc(F)cc1 | 1% | 3% | 5%

2 entries from above, with values under each structure:
Results follow in this order: Tau fibril ThT, Tau fluor counter, Tau FP inhib
> CC(C)(C)OC(=O)N1CCC(c2c(C(=O)N3CCc4ccccc4C3)cnn2-c2ccc(Cl)cc2)CC1
 : -16%, -7%, 5%
> CC(NC(=O)C(=O)Nc1c2c(nn1-c1ccccc1)CSC2)c1ccccc1 (stereo not drawn)
 : -12%, -13%, -13%

Profiles, looked up by structure. Order of values: Tau fibril ThT, Tau fluor counter, Tau FP inhib
`Cc1ccc(NC(=O)c2ccc3c(O)c(S(=O)(=O)c4ccc(Cl)cc4)c(=O)[nH]c3c2)cc1` in the list: 13%, -8%, -1%
`Cc1ccccc1OCC(=O)Nc1nnc(SCc2cc(=O)n3cc(Cl)ccc3n2)s1` in the list: -8%, -4%, -9%
`CCOc1cccc2cc(-c3nc(-c4ccccc4C)no3)c(=O)oc12` in the list: -3%, -23%, -17%
